# Screening results from PubChem BioAssay.
# TbREL1 primary = TbREL1 inhibition, primary screen. TbREL1 RNA ligation, FRET fluorescence. P86926. inhibition, % at 9.66 µM. hit rate 0.49% among 89,000. AID 1117264;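 active means inhibition above the mean inhibition across all screened compounds plus 3 SD, cut at about 11% in these data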;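 further: 0% = plate median of test wells and 100% = NSC42067 control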
# Target sequence (P86926 whole entry, looked up): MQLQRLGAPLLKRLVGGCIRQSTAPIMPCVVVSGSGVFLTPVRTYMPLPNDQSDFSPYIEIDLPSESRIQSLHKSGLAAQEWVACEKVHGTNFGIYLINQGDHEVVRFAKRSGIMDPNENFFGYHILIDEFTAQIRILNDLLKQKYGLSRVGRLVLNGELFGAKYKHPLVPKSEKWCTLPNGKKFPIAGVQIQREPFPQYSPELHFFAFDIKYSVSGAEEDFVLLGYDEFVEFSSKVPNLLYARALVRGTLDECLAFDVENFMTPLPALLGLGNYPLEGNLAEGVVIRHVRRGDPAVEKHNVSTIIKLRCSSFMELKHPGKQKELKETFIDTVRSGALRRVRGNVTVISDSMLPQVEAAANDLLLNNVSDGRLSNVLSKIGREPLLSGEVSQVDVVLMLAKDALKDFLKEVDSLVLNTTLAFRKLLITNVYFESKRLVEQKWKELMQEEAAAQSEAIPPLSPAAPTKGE
# Active calls of the source: *. A portion of the library. The share of hits here may be higher or lower than overall.
SMILES,TbREL1 primary
COCCCn1nnnc1SCC(=O)Nc1nc(C)c(C)s1,3.4
C/C=C/C1=CC(=O)C[C@H](c2ccc(Cl)cc2)C1,-1.3
CCOC(=O)COc1nc(N(C)C)nc(N(C)C)n1,4.5
Cn1c(NCc2cccnc2)nc2cc(-c3ccc(C(=O)N4CCOCC4)cc3)sc2c1=O,2.5
CCOCCCn1c(SCC(=O)Nc2ccc3[nH]c(=O)[nH]c3c2)nc2ccccc2c1=O,-2.7
Cc1cccc(C(=O)NCC(=O)OCC(=O)c2cc(C)n(CC3CCCO3)c2C)c1 (stereo unspecified),-4.7
CCN(Cc1nc(-c2cccc(C)c2)no1)C(=O)c1ccco1,-1.8
Cc1ccc(C(OCC(O)CNC(CO)C(O)c2ccc([N+](=O)[O-])cc2)c2ccccc2)cc1 (stereo unspecified),8.4
CCCOc1ccc(-c2cn3ccccc3n2)cc1,-1.3
CC(C)NC(=O)C1CCN(C2CCN(Cc3ccc4cccc(F)c4n3)CC2)CC1,-0.9
COc1ccccc1NC(=O)CCN1C(=O)C2C3CCC(C3)C2C1=O (stereo unspecified),4.5
CCCCN1CC(=O)N2[C@H]3c4cc(Cl)ccc4OC[C@@H]3[C@H](c3ccccc3)[C@]2(C)C1=O,-2.1
COC(=O)[C@]12C[C@H](CC(=O)N3CCN(C(=O)C4CC4)CC3)C(=O)N(Cc3ccco3)C1=C[C@H](C1CCCC1)O[C@@H]2C,-1.8
O=C(CSc1nc(=O)n(CCCN2CCOCC2)c2c1CCC2)Nc1ccccc1F,0.5
C#Cc1ccc([C@@H]2C=C(C(=O)O)O[C@H](OCCCCO)C2)cc1,0.6
CCOC(=O)c1c(C)[nH]c(C(=O)N/N=C/c2cccc(OC)c2)c1C,-1.9
C#CCOCCOCCOCCNc1nc(N2CCN(C(=O)[C@H](CCCCN)n3cc([C@@H](N)CC(N)=O)nn3)CC2)nc(N2CCN(C(=O)[C@H](CCCCN)n3cc([C@@H](N)CC(N)=O)nn3)CC2)n1,4.4
COc1ccccc1N1CCN(C(=O)CCc2c[nH]c3ccccc23)CC1,-4.5
COc1ccc(-c2cc3ccccc3cn2)cc1,1.6
Cc1onc(-c2ccccc2Cl)c1C(=O)Nc1ccc(OCC(=O)N2CCOCC2)cc1,1.2
COc1cccc(NC(=O)CN(c2ccccc2OC)S(=O)(=O)c2cccs2)c1,3.3
COCCN(C(=O)COC(=O)C1COc2ccccc2O1)c1c(N)n(Cc2ccccc2)c(=O)[nH]c1=O (stereo unspecified),1.4
Cc1ccc(NC(=O)Cn2c(O)c(N=NC(=O)c3cc4ccccc4cc3O)c3ccccc32)cc1,0.3
O=C(CN1CCC(n2nnc3cc(F)ccc32)CC1)NC1CCCCC1,0.0
COC(=O)c1cc(C(=O)OC)cc(N2C(=O)CC(NNC(=O)c3ccccc3Br)C2=O)c1 (stereo unspecified),0.6
CCOc1ccc2nc(NC(=O)CN3C(=O)NC4(CCCC4)C3=O)sc2c1,-0.6
COc1ccc2oc(C)c(NC(C)=O)c2c1,0.5
Cc1ccc(C)c(N2CCN(C(=O)C3CCN(S(=O)(=O)c4c(C)noc4C)CC3)CC2)c1,-4.2
COc1ccccc1N(C(=O)c1snc(C(N)=O)c1N)C(C(=O)NC1CCCCC1)c1cccc(OC)c1OC (stereo unspecified),-3.2
O=C(CSc1ccc(Cl)cc1)Nc1cccc(-c2nc3ccccc3[nH]2)c1,4.9
CCCCCCC(NC(=O)Cc1ccc2ccccc2c1)C(=O)O (stereo unspecified),-2.8
O=C(OCn1nnc2ccccc2c1=O)c1ccc2ccccc2n1,2.3
Cc1noc(C)c1S(=O)(=O)N(CC(=O)N1CCCC1)c1ccc(C(C)C)cc1,-0.9
CC(=O)c1oc2ccccc2c1NC(=O)COC(=O)c1ccc(-n2nc(C)cc2C)cc1,1.0
COc1ccc2sc(N(CCN(C)C)C(=O)c3cc(Cl)sc3Cl)nc2c1,7.4
CC(C)=C(c1ccc(Cl)cc1)c1c(N)ncnc1N,2.5
Cc1ccc(S(=O)(=O)N2CCN=C2SCc2c(F)cccc2Cl)cc1,2.2
O=C1CC(c2ccccc2)n2nc(NC(=O)c3ccccc3)nc2N1 (stereo unspecified),-0.1
CCNC(=O)c1sc(-c2ccccc2)nc1C,-1.4
CCOC(=O)c1c(NC(=O)C2=COCCO2)sc2c1CCN(C(=O)OC)C2,1.2
CCCCn1c(SCC(=O)c2ccc(OC)cc2OC)nc2cc(S(N)(=O)=O)ccc21,-2.9
COc1ccc(-c2ccc(OC)c([C@H]3[C@H]4C=CC[C@@H](C)[C@@H]4C(=O)N3Cc3ccccc3)c2)cc1C,-0.6
COc1ccc(CN(C)C(C)C(=O)N(C)CC(=O)Nc2ccc(C)cc2)cc1F (stereo unspecified),-1.3
CN(C(=O)c1ccc(NC(=O)Cc2cccc([N+](=O)[O-])c2)cc1)C1CC1,-2.2
CN(Cc1ccccc1)C(=O)CN1C(=O)C2C3C=CC(C3)C2C1=O (stereo unspecified),0.8
Cc1cccc(-c2oc3ccc(-c4ccc5c(c4)OCO5)cc3c2C(=O)OCc2ccc(O)cc2)c1,1.4
CCC1CCCCN1CCCNC(=O)Cn1nc(-c2ccc(C)cc2)ccc1=O (stereo unspecified),4.1
Nc1nc(SCC(=O)Nc2ccc3c(c2)OCO3)n[nH]1,4.4
CC(=O)Nc1ccc(NC2CCCCC2NS(=O)(=O)c2ccc(Cl)cc2)cc1 (stereo unspecified),-5.6
Cc1ccc(C2CC(=O)Nc3c2ccc2ccccc32)cc1[N+](=O)[O-] (stereo unspecified),8.0
# (list continues)
SMILES,TbREL1 primary
COc1cc([C@@H]2C[C@H]3CN(c4ccccc4)C(=O)[C@]34CCCN24)cc(OC)c1OC,-2.7
O=C1CC(N2CCC(c3nc4ccccc4o3)CC2)C(=O)N1Cc1cccs1 (stereo unspecified),5.5
COc1ccccc1NC(=O)Cn1cnc2sc(C(=O)NCc3ccco3)c(C)c2c1=O,-0.3
O=C(CCC1CCCC1)Nc1ccc([N+](=O)[O-])cn1,1.1
O=C(Nc1nc2ncccn2c1-c1ccc(F)cc1)c1ccc(F)cc1,-3.6
Cn1c(O)c(N=NC(=O)c2cc(-c3cccs3)nc3ccccc23)c2ccccc21,6.2
Cc1ccc(S(=O)(=O)N2C[C@]3(O)C[C@@H]4C(=O)N(c5ccccc5)C(=O)[C@@H]4C[C@]3(OC(=O)NC3CC3)C2)cc1,-5.1
CN(Cc1ccccc1F)C(=O)CN1CCN(S(=O)(=O)c2ccc3c(c2)OCCCO3)CC1,1.9
CCC1(C)Cc2c(sc3nnn(CC(=O)Nc4ccc(Cl)cc4)c(=O)c23)CO1 (stereo unspecified),6.7
N#Cc1cccc(NC(=O)CSc2ccccc2)c1,-0.6
CCCCc1oc2c(c(=O)c1C)C(=O)CC(c1ccccc1)C2 (stereo unspecified),-4.8
CCc1ccc(-c2nc(SCC(=O)NC3CC3)n[nH]2)cc1,2.8
O=C(O)CCSc1nnc(COc2cccc3cccnc23)n1-c1ccccc1,5.0
CCCn1c(SCC(=O)c2cc(OC)ccc2OC)nnc1-c1ccco1,0.0
CC(=O)N1CCC(N2CCN(c3ccccc3F)CC2)CC1,-0.9
CN(C)C(CNC(=O)c1ccco1)c1cccs1 (stereo unspecified),0.7
CN(CC(=O)NCC1CCCCC1)CC(=O)Nc1ccc(F)cc1,-1.9
Cc1sc(NC(=O)c2ccc(F)cc2)c(CN2CCCCCC2)c1C,-4.3
O=C(CSc1nnc(COc2ccccc2)n1-c1ccc(Cl)cc1)Nc1ccc2c(c1)OCCO2,-2.9
O=C(CNC(=O)c1cc(=O)[nH]c2ccc(S(=O)(=O)N3CCOCC3)cc12)Nc1ccc(F)c(F)c1,-1.5
O=C(Nc1cccc2c1CCCC2)c1ccc(Cl)c([N+](=O)[O-])c1,2.2
CCOC(=O)CSc1nnc(CNC(=O)c2cccs2)n1-c1ccccc1,1.4
Cc1cc(C)c2oc(=O)cc(CN3CCN(Cc4ccc5c(c4)OCO5)CC3)c2c1,6.7
CCCCOc1ccc(C2CC(=O)N(C)C2=O)cc1 (stereo unspecified),-0.1
COc1ccc(NC(=O)N2CCN(c3cccc(C(F)(F)F)c3)CC2)cc1,-1.2
CCN(CC)C(=O)C1=C(C)N(Cc2ccc(F)cc2)C(=O)C(CC(=O)NC(c2ccccc2)c2ccccc2)C1 (stereo unspecified),-0.4
COCCn1c(SCc2ccccc2Cl)nc2c1c(=O)[nH]c(=O)n2C,5.2
COc1cccc(CN2C(=O)CCC2(C)C(=O)NC2CCCCC2)c1 (stereo unspecified),-1.8
CN(C(=O)CSc1nnc(C2CC2)n1-c1ccccc1)C1CCS(=O)(=O)C1 (stereo unspecified),-1.9
O=S(=O)(c1ccccc1)[C@@]1(c2ccccc2)C[C@@H]2ON=C(c3cccc(-c4ccccc4)c3)[C@@H]2C1,2.4
CCc1cc2c(SCC(=O)NCC3CCCO3)ncnc2s1 (stereo unspecified),-1.4
O=C(NC1CCCCC1)N1CCc2[nH]c3ccccc3c2C1,2.3
O=C(CCN1C(=O)c2ccccc2C1=O)OCN1C(=O)c2ccccc2C1=O,-0.1
CCN(CCCNC(=O)COc1cc(=O)n(CC)c2ccccc12)Cc1ccccc1,-0.1
C=CCSc1nnc(C)n1-c1ccc(Cl)cc1,3.4
CCOc1ccc(N(CC(=O)Nc2nccs2)S(=O)(=O)c2c(C)noc2C)cc1,3.5
Nc1ccn(CC(=O)NCc2ccccc2)c(=O)n1,0.0
CCOc1cc(NC(=O)c2cccs2)c(OCC)cc1NC(=O)CCC(=O)NCC1CCCO1 (stereo unspecified),3.3
COC(=O)c1ccc(NS(=O)(=O)c2ccc3c(c2)oc(=O)n3C)cc1,0.6
Cc1cc(C)cc(NC(=O)CCNS(=O)(=O)c2ccc3c(c2)oc(=O)n3C)c1,6.3
COc1ccc(-n2nc(C(=O)NCC(=O)NCC3CCCO3)c3ccccc3c2=O)cc1 (stereo unspecified),-0.6
O=C(Nc1ccc(Br)cc1)C1CC(O)CN1C(=O)OCc1ccccc1 (stereo unspecified),-0.7
CN1CCN(C(=O)c2ccc(NC(=O)c3ccc(Br)o3)cc2)CC1,5.8
O=S(=O)(Nc1nc2c(s1)CCCC2)c1ccc(Br)cc1,-3.1
Cc1csc(NC(=O)CCS(=O)(=O)c2ccc(Br)cc2)n1,1.5
COc1ccc(N(Cc2ccccc2)S(=O)(=O)c2cc(C(=O)O)ccc2Cl)cc1,-2.3
Cc1ccc2cc(C3CC(c4ccco4)=NN3S(C)(=O)=O)c(Cl)nc2c1 (stereo unspecified),0.9
CCC(=O)N/N=C(\C)CC(=O)Nc1ccc2c(c1)OCCO2,-1.4
Cc1ccc(S(=O)(=O)N(C)C)cc1NC(=O)COC(=O)C1=COCCO1,4.5
COc1ccc(CNC(=O)c2cc3c(=O)[nH]c4ccccc4c3n2C)cc1,6.8
